GCN5L2 inh: GCN5L2 (KAT2A) acetyltransferase inhibition; AID 504327; Potency, µM (titrated, usually from 58.9 µM), for the others: top-dose activity change, negative = inhibition, most hits filed as inhibitors; GCN5L2 HAT assay, ThioGlo1 CoA-SH fluorescence; 0.21% of 390,000 active; Q92830
Target sequence (Q92830 whole entry, looked up): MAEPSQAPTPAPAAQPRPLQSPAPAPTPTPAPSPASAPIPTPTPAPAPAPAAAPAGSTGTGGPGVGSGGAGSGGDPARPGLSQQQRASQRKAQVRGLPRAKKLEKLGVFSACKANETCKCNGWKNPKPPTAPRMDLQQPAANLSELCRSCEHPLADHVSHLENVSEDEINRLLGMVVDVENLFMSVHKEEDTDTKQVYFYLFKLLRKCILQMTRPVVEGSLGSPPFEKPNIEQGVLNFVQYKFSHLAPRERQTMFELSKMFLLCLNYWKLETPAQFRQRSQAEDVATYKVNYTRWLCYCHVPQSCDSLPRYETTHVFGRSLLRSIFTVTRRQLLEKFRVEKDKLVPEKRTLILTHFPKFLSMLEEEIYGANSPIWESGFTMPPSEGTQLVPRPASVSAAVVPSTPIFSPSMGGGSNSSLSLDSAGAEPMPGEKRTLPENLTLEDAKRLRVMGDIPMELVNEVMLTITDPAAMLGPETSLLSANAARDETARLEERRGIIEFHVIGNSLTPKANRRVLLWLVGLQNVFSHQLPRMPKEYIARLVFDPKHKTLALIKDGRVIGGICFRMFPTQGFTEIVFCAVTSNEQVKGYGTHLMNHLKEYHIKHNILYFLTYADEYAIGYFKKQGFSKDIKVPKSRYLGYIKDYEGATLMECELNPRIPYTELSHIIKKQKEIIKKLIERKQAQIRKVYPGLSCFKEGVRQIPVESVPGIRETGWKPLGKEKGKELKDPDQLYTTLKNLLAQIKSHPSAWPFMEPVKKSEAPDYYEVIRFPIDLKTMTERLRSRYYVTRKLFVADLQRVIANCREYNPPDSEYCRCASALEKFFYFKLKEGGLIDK
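Titration-based screen in which CoA formation is detected via maleimide probe ThioGlo1 (50uM) turning fluorescent on thiol reaction; substrates H3(1-25) 75uM and acetyl-CoA 70uM, GCN5L2 20nM, 20 min incubation at room temperature.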
DT40 TDP1 CPT: growth inhibition of DT40 Tdp1-/-;hTDP1 cells with camptothecin (screen for TDP1 inhibitors) | chicken DT40 Tdp1-/-;hTDP1 cells + 20 nM CPT, ATP luminescence, 48 h | Potency, µM (highest dose often 46.2 µM), for the others: top-dose activity change, negative = growth inhibition, most hits filed as inhibitors | 12% of 420,000 active | AID 686979; further: nearly all actives have a fitted effect of over 55% in size
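Chicken DT40 Tdp1-/- cells stably complemented with human TDP1 were seeded at 400 cells/well in medium containing 20 nM camptothecin, exposed to pin-transferred compounds, and grown at 37 °C for at least 48 hr. Viability was read as ATP luminescence.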
TDP1 cell noCPT: qHTS for Inhibitors of human tyrosyl-DNA phosphodiesterase 1 (TDP1): qHTS in cells in absence of CPT; DT40 Tdp1-/- hTDP1 cells, no CPT, ATP luminescence, 48 h; Potency, µM (top dose mostly 46.2 µM), for inactives: top-dose activity change, negative = growth inhibition, actives largely listed as inhibitors; 15% of 420,000 active; AID 686978, 2013; further: nearly all actives have a fitted effect of over 55% in size
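Growth of hTDP1-complemented DT40 Tdp1-knockout cells is measured by ATP luminescence after at least 48 hr compound exposure at 37 °C, with DMSO substituting for the 20 nM CPT used in the parallel screen.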
Starred values were filed as active, the others as inactive; ? = inconclusive; nt = no result given. The call rests on the fitted dose curve; in most records, active means well fitted curve in the direction sought with a large enough effect; inconclusive means small, poorly fitted or top-dose-only effect, or another doubt; inactive means no such curve, though single readings can be large; an effect the other way counts as inactive or inconclusive. On the % scale 0 is the no-effect control and ±100 the full control effect; potency means the concentration at half of the fitted maximal effect.

SMILES | GCN5L2 inh | DT40 TDP1 CPT | TDP1 cell noCPT
CCN1CCN(CCC(=O)Nc2ccc(F)c(F)c2)CC1 | -27.2% | -1.8% | 3.8%
Cc1ccc(Cl)cc1NC(=O)CSc1nnc(C)n1-c1ccccc1 | -4.6% | -25.8% | -13.1%
CCOC(=O)c1c(-c2ccccc2)csc1NC(=O)CSc1nnnn1C | -5.6% | 17.8µM* | ?
COc1ccc(/C=C2\SC(=O)N(CCNC(=O)C3CSC4(C)CCC(=O)N34)C2=O)cc1 (centres undefined) | -3.7% | -1.9% | ?
CS(=O)Cc1cc(Sc2ccccc2)nc(-c2ccncc2)n1 (centres undefined) | -0.5% | -1.9% | -7.7%
O=C(NCc1ccccc1Cl)C1CCC(CNS(=O)(=O)c2ccc(Cl)cc2)CC1 (centres undefined) | -13.5% | -27.9% | -12.5%
NC(=O)c1ccc(NC(=O)COC(=O)/C=C/c2ccc3c(c2)OCO3)cc1 | -1.2% | -16.0% | -4.3%
Cc1cc(C)cc(C(=O)OCC(=O)N2CCCC2)c1 | -2.3% | 6.2% | -3.7%
CCOc1ccccc1NC(=O)CN(C)S(=O)(=O)c1ccc2[nH]c(=O)oc2c1 | 4.4% | -8.3% | -1.2%
Cc1ccc(C)c(NC(=O)CN2C(=O)C(C)(C)c3ccccc32)c1 | -5.0% | -8.2% | -25.1%
COc1ccc(/C=c2\sc3nc(-c4ccccc4OC)nn3c2=O)c(OC)c1 | -1.8% | ? | ?
N#C/C(=C/c1ccc(N2CCCCC2)o1)c1cccc(F)c1 | -12.0% | 10.3µM* | 14.6µM*
Cc1ccc(C(=O)Nc2cc3c(cc2C)n(C)c(=O)c(=O)n3C)cc1 | -2.7% | 2.7% | 0.4%
O=[N+]([O-])c1cc2c(cc1CN1CCN(c3ccccc3)CC1)OCO2 | -7.2% | 5.6% | -28.2%
CC(C)(C)OC(=O)NNC(=O)C12CC3CC(CC(C3)C1)C2 | -1.3% | 8.2% | -5.1%
COc1ccc(Cl)cc1NS(=O)(=O)c1cccc(C(=O)NCC(c2ccco2)N(C)C)c1 (centres undefined) | 0.5% | ? | -28.9%
CCCCNC(=O)c1cc2n(n1)C(C(F)(F)F)CC(c1ccccc1)N2 (centres undefined) | -3.7% | -23.8% | -10.9%
COC(=O)c1ccccc1NC(=O)Nc1ccc(Br)cn1 | -6.0% | 3.5% | -27.9%
Cc1cc(N2C(=O)C(O)=C(C(=O)c3cc4ccccc4o3)C2c2ccc(Br)cc2)no1 (centres undefined) | ? | -26.2% | -20.1%
CCOC(=O)C(=O)Nc1nnc(CCc2ccccc2)s1 | 0.4% | -9.6% | -8.8%
O=C(CSc1nnc(-c2ccco2)o1)Nc1cccc([N+](=O)[O-])c1 | 2.0% | -7.6% | 0.8%
COc1ccc(-c2nc3ccc(NS(=O)(=O)c4ccc(Cl)cc4)cc3o2)cc1 | -7.8% | ? | ?
COC(=O)N1CCCCC1c1cc(C(=O)NCc2ccc(F)cc2)no1 (centres undefined) | nt | -6.1% | -8.7%
CN1CCN(c2ccc(Cl)cc2NC(=O)CN2C(=O)NC(C)(c3ccccc3)C2=O)CC1 (centres undefined) | 0.4% | ? | ?
CCC(=O)Nc1nc2ccccc2n1Cc1ccccc1 | 3.3% | 14.6µM* | 16.4µM*
COc1ccc(N2CCN(C(CNC(=O)C(C)(C)C)c3ccco3)CC2)cc1 (centres undefined) | -8.1% | 1.9% | 27.3%
CC1=NN(C(=O)Cn2ccc([N+](=O)[O-])n2)C(O)(C(F)(F)F)C1 (centres undefined) | 0.4% | 5.8µM* | 5.8µM*
CSCCC(c1nc2ccccc2[nH]1)n1c(C)nc2ccccc21 (centres undefined) | nt | 0.9% | -5.3%
CCCNC(=O)C1(C)CCCN(Cc2ccsc2)C1 (centres undefined) | nt | -12.2% | 1.9%
CC(C)Cc1nnc(NC(=O)CCC(=O)NC2CCCc3ccccc32)s1 (centres undefined) | -0.7% | -21.9% | ?
O=C(CN1C(=O)NC2(CCCC2)C1=O)N1CCN(c2ccccc2Cl)CC1 | -2.7% | -10.5% | -26.7%
Cc1oc2ccc(O)c(CN3CCOCC3)c2c1C(=O)Nc1ccccc1 | -2.6% | -14.6% | -3.8%
COc1cc(OC)c(NS(=O)(=O)c2cc3c(cc2C)NC(=O)CO3)cc1Cl | -18.7% | ? | ?
COc1ccc(CN2CCOCC2)c(C)c1C | -22.8% | -21.8% | -3.9%
O=C(COC(=O)CCCN1C(=O)c2cccc3cccc(c23)C1=O)Nc1cccc(Br)c1 | -11.7% | -35.7% | ?
CCOC(=O)C(C)On1c(-c2ccccc2)nc2ccc([N+](=O)[O-])cc21 (centres undefined) | -5.7% | ? | 18.4µM*
O=S(=O)(c1ccccc1)C1(S(=O)(=O)c2ccccc2)CCCC1 | -4.5% | -7.6% | -2.3%
CC1(C)Cc2ccccc2-c2n[nH]c(=S)n21 | -1.2% | ? | 23.1µM*
O=C(CCC(=O)Nc1ccc(F)cc1)N/N=C/c1ccc(O)cc1O | -1.1% | -0.5% | ?
CCCCn1c(SCC(=O)Nc2nnc(CC)s2)nc2ccccc2c1=O | 3.6% | -2.6% | 2.1%

2 records picked at random from the list so far:
SMILES | GCN5L2 inh | DT40 TDP1 CPT | TDP1 cell noCPT
O=S(=O)(c1ccccc1)C1(S(=O)(=O)c2ccccc2)CCCC1 | -4.5% | -7.6% | -2.3%
COc1cc(OC)c(NS(=O)(=O)c2cc3c(cc2C)NC(=O)CO3)cc1Cl | -18.7% | ? | ?

More results follow:
SMILES | GCN5L2 inh | DT40 TDP1 CPT | TDP1 cell noCPT
CCOC(=O)c1c(C)[nH]c(C(=O)OCC(=O)Nc2ccc(Cl)cn2)c1C | -2.0% | -0.6% | -1.8%
CCN(CC)c1cc(C)c(/C=C/c2ccnc3ccccc23)cc1C | nt | 10µM* | 12.6µM*
O=C(O)COc1cccc(/C=C2/SC(=S)N(Cc3ccccc3)C2=O)c1 | -3.2% | 0.0% | 0.1%
COC(=O)c1scc(S(=O)(=O)C(C)C)c1N/N=C(\C#N)C(=O)c1ccc(Cl)cc1 | -20.2% | ? | 23.1µM*
Nc1ncc(S(=O)(=O)c2ccc(Cl)cc2)c(N)n1 | -0.7% | -4.1% | 8.0%
O=C(NCCS(=O)(=O)c1ccc(Br)cc1)c1ccccc1Cl | -2.3% | 1.8% | -2.0%
CCOC(=O)C1CCCN(C(=O)C2CCC(CNS(=O)(=O)c3ccc(NC(C)=O)cc3)CC2)C1 (centres undefined) | -17.3% | -24.2% | -16.6%
CN(C)S(=O)(=O)c1cccc(CSc2cccc[n+]2[O-])c1 | -7.8% | -12.4% | 1.5%
COc1ccc(-c2cc(C(F)(F)F)nc(SCC(=O)NCc3ccc(F)cc3)n2)cc1 | -3.5% | ? | ?
CCOC(=O)CC1C(=O)NCCN1c1nc2c(C)cccn2c(=O)c1/C=C1\SC(=S)N(C(C)CC)C1=O (centres undefined) | -10.4% | 16.4µM* | 18.4µM*
Cc1ccccc1CN1C(=O)c2ccccc2S(=O)c2ccc(C(=O)N3CCOCC3)cc21 (centres undefined) | -5.1% | 1.5% | 0.3%
N#CC1C(C#N)N2CCCN2C1c1ccc(Br)cc1 (centres undefined) | -9.9% | 0.4% | 8.5%
S=C(Nc1ccccc1Cl)N1CCC(c2ccccc2)C1 (centres undefined) | -4.8% | 15.2% | -17.1%
CCOC(=O)c1[nH]c2c(c1Cc1ccccc1)C(=O)CC(c1ccc(OC)cc1)C2 (centres undefined) | -15.6% | 20.6µM* | 20.6µM*
CC1(C)CC(=O)C(C2(O)C(=O)N(Cc3ccccc3)c3ccccc32)CO1 (centres undefined) | 1.2% | 4.61µM* | 5.17µM*
Cc1cc(C)n(/N=C/c2ccccc2)c(=O)c1C#N | -5.3% | 2.9% | -15.6%
COc1cc(C)c(CN2CCc3nnc(C(C)NC(=O)c4cccnc4)n3CC2)cc1C (centres undefined) | nt | -20.5% | -1.7%
Cc1ccc2nc(NC(=O)CCNS(=O)(=O)c3ccc(Br)s3)sc2c1 | -9.6% | -13.2% | -13.6%
O=C(/C=C/c1cccc(F)c1)NCc1ccc2c(c1)OCO2 | -5.7% | -6.1% | -19.9%
CCN(CC)C(=O)C(Oc1ccc(S(=O)(=O)N2CCCC2)cc1[N+](=O)[O-])c1ccccc1 (centres undefined) | -5.0% | -21.6% | ?
CCc1cc(CC)c(/C=N/NC(N)=O)c(CC)c1 | -2.0% | -14.3% | ?
COc1ccc(-c2cn[nH]c2-c2ccc(OCc3ccccc3F)cc2O)cc1OC | -5.2% | 29.1µM* | 11.6µM*
COc1ccc(NC(=O)c2[nH]c(C)c(C(C)=O)c2C)cc1S(=O)(=O)Nc1ccc(Br)cc1 | -4.6% | -22.3% | ?
Cn1cc(CN2CCCC(C(=O)Nc3cccc(-n4cccn4)c3)C2)cn1 (centres undefined) | 2.3% | 0.5% | 26.4%
O=C(CN1C(=O)NC(c2ccccc2)(c2ccccc2)C1=O)NC1CCS(=O)(=O)C1 (centres undefined) | -5.8% | 0.4% | 23.9%
N#Cc1cc(C(=O)c2cc(Cl)ccc2O)cn(CC2CCCO2)c1=O (centres undefined) | -4.9% | ? | 20.6µM*
CN1CCC(=NNC(=O)c2cn(-c3ccccc3)nc2-c2ccccc2)CC1 | 0.8% | -18.2% | ?
CC(C)C(NC(=O)c1ccc(C(C)(C)C)cc1)C(=O)N1CCC(C(N)=O)CC1 (centres undefined) | 0.4% | ? | ?
Nc1nccnc1C(=O)OCC(=O)Nc1ccc2[nH]c(=O)[nH]c2c1 | 2.6% | -16.1% | -1.1%
CC1C(=O)Nc2ccc(S(=O)(=O)NCCc3ccc(Cl)cc3)cc2NC1=O (centres undefined) | 3.5% | ? | ?
O=C(N[C@@H](Cc1c[nH]c2ccccc12)C(=O)O)OCC1c2ccccc2-c2ccccc21 | -5.6% | 6.6% | -25.3%
CCNC(=O)C1(C)CCN(C(=O)c2ccccc2)C1 (centres undefined) | nt | -20.3% | -2.8%
COC(=O)c1ccc(C(=O)Nc2cc(Cl)ccc2Cl)cc1NC(=O)c1ccccc1C | -2.1% | ? | ?
CCCN1CCN(C(=O)c2ccc(CS(=O)c3ccc(F)cc3)o2)CC1 (centres undefined) | 3.1% | -12.9% | 2.1%
COc1ccc(C(=O)NC2CCCc3c2cnn3-c2cc(F)cc(F)c2)c(OC)c1OC (centres undefined) | -9.4% | 16.4µM* | 14.6µM*
Cc1nc2ccccc2n1CC(=O)OCC(=O)NC1CC1 | -0.9% | -4.9% | -2.0%
NC(=S)C(c1ccccc1)c1ncc(C(F)(F)F)cc1Cl (centres undefined) | -2.3% | -10.3% | 6.5%
O=C(CC[C@H]1O[C@@H](n2ccc(=O)[nH]c2=O)[C@H](O)[C@@H]1O)NCc1ccco1 | nt | -1.1% | 15.9%
CCC(C)NC(=O)c1cn(CC)c2cc(N3CCN(C(=O)c4ccco4)CC3)c(F)cc2c1=O (centres undefined) | -1.7% | 16.4µM* | 13µM*
Cc1cc([N+](=O)[O-])cc(C)c1OCC(=O)N/N=C/c1ccc(OC(=O)c2ccccc2)cc1 | -10.0% | ? | ?
O=C(O)c1nc(-c2ccccc2)c(C(=O)NC2CC2)[nH]1 | nt | -3.1% | 7.2%
COc1ccc(-c2nc(S(=O)(=O)c3ccc(C)cc3)c(N3CCCCC3)o2)cc1 | -7.0% | -26.3% | ?
Cc1ncsc1C(=O)Nc1nc2c(s1)CCCC2 | -4.0% | -29.1% | ?
C/C(=N/NC(=O)C1CC1(c1ccccc1)c1ccccc1)c1cccs1 (centres undefined) | -1.3% | -7.9% | -26.7%
CN1OC[C@@H]2CN(C(=O)c3cccnc3)[C@H](c3ccc(N4CCCCC4)cc3)C[C@@H]21 | nt | 6.5% | 12.5%
CCOC(=S)SCC(=O)N1CCc2ccccc2C1C1C(=O)CCCC1=O (centres undefined) | -0.2% | -32.7% | 0.2%
O=C(Cc1ccc(Cl)cc1)Nc1ccc(-c2nnc(-c3ccco3)o2)cc1 | -15.2% | -19.8% | -25.9%
CC(C)C[C@H](NC(=O)c1nc[nH]c1C(=O)NC1CCN(C(=O)OC(C)(C)C)CC1)C(=O)OCc1ccccc1 | ? | ? | ?

Arranged by molar mass (lowest first): some entries from above
SMILES | GCN5L2 inh | DT40 TDP1 CPT | TDP1 cell noCPT
CCc1cc(CC)c(/C=N/NC(N)=O)c(CC)c1 | -2.0% | -14.3% | ?
Cn1cc(CN2CCCC(C(=O)Nc3cccc(-n4cccn4)c3)C2)cn1 (centres undefined) | 2.3% | 0.5% | 26.4%
CCCN1CCN(C(=O)c2ccc(CS(=O)c3ccc(F)cc3)o2)CC1 (centres undefined) | 3.1% | -12.9% | 2.1%
COc1ccc(-c2nc(S(=O)(=O)c3ccc(C)cc3)c(N3CCCCC3)o2)cc1 | -7.0% | -26.3% | ?
COc1ccc(-c2nc3ccc(NS(=O)(=O)c4ccc(Cl)cc4)cc3o2)cc1 | -7.8% | ? | ?

Screening results from PubChem BioAssay.
